LAP4 TOR yeast: alters LAP4-GFP fluorescence in TOR pathway yeast screen; S. cerevisiae LAP4-GFP multiplex, flow cytometry GFP, 3 h; median GFP as percent of DMSO wells; GFP response vs DMSO, % at 10 µM; actives 0.34% (n = 320,000);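 active = GFP response vs DMSO above a set limit, about the screen mean plus 3 SD, cut at about 150% in these data; inconclusive = under 70 cell events counted for the yeast strain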
proCasp7 act: counter-screen: procaspase-7 (human) activation. P55210. recombinant procaspase-7, Ac-DEVD-pNA absorbance 405 nm; D23A/D198A/D206A triple mutant, cannot self-cleave; scale: DMSO 0, 5 µM enzyme 100. activation, % at 8.5 µM. actives 0.093% (n = 330,000);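 active = percent activation above the screen-wide mean plus 3 SD, cut at about 25% in these data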
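Assay system: Uncleavable procaspase-7 mutant enzyme; Input: 2 µM procaspase-7 mutant as dispensed; Also added: DEVD-pNA substrate; Medium: Zinc-free HEPES pH 7.4 with 300 mM NaCl, 0.01% Triton X-100; Timing: 1 h compound preincubation, 2 h substrate cleavage, 25 °C; Measured by: Epi-absorbance of released pNA at 405 nm, two timepoints.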
MEP2 TOR yeast: yeast TOR pathway MEP2-GFP modulation; S. cerevisiae MEP2-GFP strain, flow cytometry GFP, 3 h; 100% = DMSO control level; actives 0.51% (n = 330,000); GFP response vs DMSO, % at 10 µM;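 active = GFP response versus DMSO above a set limit, roughly screen mean plus 3 SD, cut at about 180% in these data; inconclusive = fewer than 70 cells counted for a yeast strain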;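 note: median GFP fluorescence of the barcode-gated MEP2-GFP cells per well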
RPL19A TOR yeast: yeast TOR pathway RPL19A-GFP modulation. S. cerevisiae RPL19A-GFP strain, flow cytometry, 3 h; stronger effect = lower value. percent response vs DMSO, % at 10 µM. actives 0.3% (n = 330,000). AID 2025;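 active = percent response vs DMSO below 50%; inconclusive = fewer than 70 events counted for the yeast strain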;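 note: median channel GFP fluorescence of the barcoded RPL19A-GFP strain; ratio of sample median GFP to plate DMSO average so 100% = DMSO; lower means less RPL19A-GFP as with rapamycin TOR inhibition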
AHR activator: human AHR activation | P35869 | AHR-responsive luciferase reporter cells, luminescence | actives 2.5% (n = 320,000) | activation, % at 5 µM; in the data active = activation above about 47%;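 note: 0% = vehicle wells and 100% = reference agonist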
Target sequence (P35869 whole entry, looked up): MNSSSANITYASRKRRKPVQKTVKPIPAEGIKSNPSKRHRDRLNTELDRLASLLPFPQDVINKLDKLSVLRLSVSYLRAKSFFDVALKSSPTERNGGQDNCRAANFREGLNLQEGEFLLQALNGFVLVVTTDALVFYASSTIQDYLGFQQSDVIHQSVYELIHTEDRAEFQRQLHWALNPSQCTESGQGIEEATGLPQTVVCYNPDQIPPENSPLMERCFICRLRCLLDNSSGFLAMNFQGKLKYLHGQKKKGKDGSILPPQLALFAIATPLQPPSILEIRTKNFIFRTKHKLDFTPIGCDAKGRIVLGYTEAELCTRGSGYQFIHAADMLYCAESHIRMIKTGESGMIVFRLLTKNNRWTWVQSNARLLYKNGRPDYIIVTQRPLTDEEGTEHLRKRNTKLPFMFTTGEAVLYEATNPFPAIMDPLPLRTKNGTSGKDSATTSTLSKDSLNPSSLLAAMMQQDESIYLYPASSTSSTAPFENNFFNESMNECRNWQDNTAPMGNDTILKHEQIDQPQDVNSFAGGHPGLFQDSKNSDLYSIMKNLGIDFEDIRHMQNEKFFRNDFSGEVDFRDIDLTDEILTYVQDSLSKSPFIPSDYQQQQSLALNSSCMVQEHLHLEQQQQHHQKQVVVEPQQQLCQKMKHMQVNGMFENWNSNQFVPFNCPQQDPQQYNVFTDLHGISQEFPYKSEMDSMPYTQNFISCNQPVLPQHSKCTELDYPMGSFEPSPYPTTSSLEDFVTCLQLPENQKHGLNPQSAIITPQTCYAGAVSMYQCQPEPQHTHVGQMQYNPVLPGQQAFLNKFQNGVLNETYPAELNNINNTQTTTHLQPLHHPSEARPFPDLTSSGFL
proCasp3 act: activates human procaspase-3; recombinant procaspase-3 D3A, Ac-DEVD-pNA absorbance 405 nm; activation, % at 8.5 µM; actives 0.11% (n = 330,000); P42574;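 active = activation above the mean of all tested compounds plus 3 SD, cut at about 21% in these data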;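 note: 0% = DMSO alone and 100% = DMSO wells spiked with extra 5 µM PC-3 D3A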
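Technique: 405 nm absorbance of p-nitroaniline, reads at 0 and 120 min; Test system: Procaspase-3 D3A mutant; Incubation: 1 h enzyme-compound preincubation, then 2 h substrate reaction, 25 °C; Repeats: singlicate, each compound tested once; Benchmarks: low control DMSO wells, high control DMSO plus 5 µM PC-3 D3A.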
CIT2 TOR yeast: yeast TOR pathway CIT2-GFP modulation; actives 0.065% (n = 320,000); S. cerevisiae CIT2-GFP strain, flow cytometry, 3 h; 100 means same as DMSO wells; GFP response vs DMSO, % at 10 µM;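 active = GFP response relative to DMSO above a set limit, near the screen mean plus 3 SD, cut at about 150% in these data; inconclusive = Fewer than 70 cells measured for a yeast strain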;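 note: ratio of well median GFP fluorescence to mean of DMSO wells on the plate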
AGP1 TOR yeast: modulators of TOR pathway AGP1-GFP in S. cerevisiae | S. cerevisiae AGP1-GFP multiplex flow cytometry, 3 h; GFP as percent of DMSO wells | GFP response vs DMSO, % at 10 µM | actives 0.02% (n = 320,000);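 active = GFP response relative to DMSO above a set limit, near screen average plus 3 SD, cut at about 150% in these data; inconclusive = fewer than 70 cells counted for the yeast strain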;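 note: median GFP channel fluorescence of the gated AGP1 strain per well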
An asterisk follows results filed as active; ? = inconclusive; nt = no result given.

Second line of a record: LAP4 TOR yeast, proCasp7 act, MEP2 TOR yeast, RPL19A TOR yeast, AHR activator, proCasp3 act, CIT2 TOR yeast, AGP1 TOR yeast
- Nc1ncn(-c2ncc(C(F)(F)F)cc2Cl)n1
    97.6, 2.0, 93.9, 98.3, -1.0, 3.7, 93.7, 96.0
- COc1cc(C(=O)NC(=S)Nc2ccc([N+](=O)[O-])cc2)cc(OC)c1OC
    96.8, -19.0, 100.9, 102.2, -0.2, -8.1, 95.8, 95.7
- CC(C)CCSc1cc(NCCO)c([N+](=O)[O-])c2nonc12
    102.4, -4.0, 107.2, 104.1, 4.5, -6.1, 108.7, 107.5
- COc1ccc(NC(=O)C2(S(=O)(=O)c3ccc(C)cc3)CC2)cc1
    112.3, -6.9, 100.7, 99.2, 3.9, -0.9, 94.9, 104.8
- CC(NC(=O)COC(=O)c1ccc2c(c1)OCO2)c1ccccc1 (stereo unspecified)
    97.5, 3.4, 95.8, 95.3, -1.4, 11.6, 92.6, 98.5
- O=C(c1ccc(Cl)cc1)C(Cn1cncn1)C(Sc1ccccc1)c1ccccc1 (stereo unspecified)
    102.5, 7.1, 105.2, 100.3, -0.2, 2.1, 105.0, 104.3
- O=C(C[n+]1ccc(C(=O)N/N=C/c2ccc(O)cc2)cc1)c1ccccc1
    nt, -5.1, 96.7, 99.4, 7.5, 1.2, 85.9, 104.8
- COc1ccc(-c2cc(C(=O)NCc3ccc(Cl)cc3)no2)cc1OC
    102.3, 3.1, 100.3, 104.4, -4.9, 5.8, 96.9, 101.1
- COCCN1CCCC(CNCc2cn(C)nc2-c2ccc(Oc3ccccc3)cc2)C1 (stereo unspecified)
    ?, 7.7, ?, ?, 0.1, 0.1, ?, ?
- CCN1CCN(CCCNC(=O)c2cc3c(=O)[nH]c4ccccc4c3s2)CC1
    90.8, 6.3, 92.6, 90.9, 3.5, -7.7, 97.8, 95.2
- N#Cc1ccccc1NC(=O)COC(=O)CCc1ccc(S(=O)(=O)N2CCCCC2)cc1
    96.5, -3.9, 103.1, 100.5, 7.5, 5.7, 95.0, 92.1
- C=CCn1c(C)c(C(C)=O)c(N2CCN(c3ccccc3)CC2)nc1=S
    104.9, 8.7, 110.6, 103.8, -2.2, 5.4, 107.9, 106.3
- Cc1ccc(-c2nc3c4ccccc4ccn3c2CN2CCCCC2)cc1
    121.6, 4.5, 99.8, 98.2, 30.8, -1.6, 94.0, 103.7
- CCOC(=O)CC1C(=O)NCCN1S(=O)(=O)c1cc(Cl)c(Cl)cc1Cl (stereo unspecified)
    102.9, 13.1, 97.1, 97.1, -1.1, -9.3, 89.0, 102.9
- Cc1ccccc1C(=O)NC1CCN(CC(=O)N2CCCCC2C)CC1 (stereo unspecified)
    88.4, 0.6, 86.6, 94.7, -0.1, -1.5, 105.7, 91.0
- O=C(COC(=O)c1ccc([N+](=O)[O-])cc1)Nc1cccnc1Cl
    103.9, 9.1, 101.0, 104.5, -5.8, 5.2, 98.7, 92.8
- O=C(/C=C1\NC2(CCCC2)Cc2ccccc21)N1CCOCC1
    87.2, -2.9, 87.8, 88.2, 2.2, -0.5, 84.0, nt
- Cn1c(=O)c2sccc2n2c(CCCC(=O)NC3CCN(Cc4ccccc4)CC3)nnc12
    91.5, 0.5, 104.9, 99.9, 0.4, -4.4, 102.4, 94.5
- CC(C)(CO)NC(=O)C(Cc1ccccc1)N1C(=O)c2ccccc2C1=O (stereo unspecified)
    87.2, -3.7, 105.3, 103.7, 1.9, 2.0, 99.7, 95.3
- CCOC(=O)C1CCCN(C(=O)c2ccc([N+](=O)[O-])c(C)c2)C1 (stereo unspecified)
    85.7, 3.3, 92.3, 99.0, 1.1, -0.3, 97.0, 95.7
- O=C1c2cccc3cccc(c23)C(=O)N1c1ccccn1
    100.5, -1.1, 111.0, 100.0, -3.3, 4.0, 112.1, 95.5
- O=c1ccc(-c2n[nH]c(=S)n2-c2ccc(F)c(Cl)c2)n[nH]1
    125.5, -10.4, 99.6, 101.7, 1.6, -10.7, 94.6, 111.4
- O=c1[nH]c(NNC(=S)NCc2ccccc2)nc2c1C1(CCCCC1)Cc1ccccc1-2
    84.8, -6.3, 106.5, 107.3, -3.1, 0.8, 107.4, 99.0
- CCOc1cc(/C=N/NC(=O)C(=O)N/N=C/c2ccc(O)c(OCC)c2)ccc1O
    79.6, -8.0, 108.5, 111.1, 13.0, 4.2, 108.5, 97.7
- N#Cc1cnn2cc(-c3ncc(C(F)(F)F)cc3Cl)cnc12
    101.2, -15.0, 102.7, 100.5, -7.7, 10.8, 105.5, 102.9
- Cc1ccccc1-n1c(=O)/c(=C\c2ccco2)s/c1=C(/C#N)C(=O)Nc1ccccc1
    114.1, -15.3, 102.8, 105.6, 2.8, -4.9, 109.2, 107.5
- CCS(=O)(=O)N1Cc2ccccc2CC1C(=O)Nc1ccc(F)c(F)c1F (stereo unspecified)
    95.8, -5.5, 101.3, 99.6, 2.1, -4.0, 104.2, 98.0
- CCOC(=O)c1cc(C#N)c(N2CCOCC2)nc1-c1ccccc1
    98.6, 12.5, 97.1, 102.7, 6.3, -0.9, 99.3, 102.3
- Cc1oc(C(C)(C)C)cc1C(=O)Nc1ccc(N2CCOCC2)cc1
    108.0, -5.8, 112.2, 108.4, -3.0, -6.4, 111.3, 103.7
- COc1ccc(CCNC(=O)c2cnc(Cl)c(Cl)c2)cc1
    99.3, -1.8, 102.7, 100.1, -1.0, 7.8, 95.3, 92.9
- Cc1cccc(NC(=O)COC(=O)CNC(=O)C2CCCCC2)c1
    84.1, 8.4, 94.0, 102.6, -1.8, -0.7, nt, 102.3
- Cc1nc(SCc2ccc([N+](=O)[O-])cc2)nc2ccccc12
    98.0, -2.4, 97.6, 94.2, -10.5, -1.3, 98.7, 94.4
- Nn1cc(-c2ccccc2)nc1SCC(=O)N1CCN(S(=O)(=O)c2ccc3ccccc3c2)CC1
    102.0, 0.2, 106.9, 99.4, -1.1, -1.2, 101.9, 102.1
- O=[N+]([O-])c1ccc(NC(=S)NCC(c2cccnc2)N2CCOCC2)cc1 (stereo unspecified)
    90.5, -5.6, 101.0, 104.4, 0.8, 1.7, 99.1, 98.4
- N#CCC(=O)Nc1ccc(C(=O)OCC(=O)C23CC4CC(CC(C4)C2)C3)cc1
    101.1, 3.8, 96.3, 96.3, -0.1, -10.1, 96.2, 104.0
- O=C(c1cc2cc(Cl)ccc2[nH]1)N1CCN(c2ccccn2)CC1
    94.1, 11.7, 109.2, 104.5, 20.1, 3.4, 105.8, 104.8
- COc1cccc(C(=O)Nc2cccc(OCC(=O)O)c2)c1
    104.5, 2.6, 100.6, 100.3, -2.8, -10.4, 95.8, 104.3
- COc1ccc(NC(=S)Nc2ccc(F)cc2)cc1
    84.3, 1.0, 98.8, 102.4, -0.2, -11.3, 99.0, 96.0
- COc1ccc(NC(=S)NCc2ccc(F)cc2)c(OC)c1
    81.5, 3.6, 96.5, 92.9, 1.2, 6.2, 86.0, 85.8
- Cc1cc(C)n(Cc2n[nH]c(=S)n2Cc2ccccc2)n1
    ?, 4.8, ?, 99.0, 1.5, -0.2, ?, 111.8
- CC(C)(C)NC(=O)NC(=O)CN1CCN(S(=O)(=O)c2ccc3c(c2)CCCC3)CC1
    103.0, 4.2, 103.5, 104.0, 4.3, 9.0, 106.7, 111.0
- O=C(CC(=O)NC1CCCCC1)N/N=C/c1ccccc1[N+](=O)[O-]
    100.4, -7.1, 98.1, 101.8, 10.6, -12.2, 105.1, 107.5
- N#C/C(=C\c1ccccc1O)C(=O)Nc1ccccn1
    115.5, 11.3, 107.7, 104.8, 13.4, 4.3, 104.4, 112.0
- CCCCN(CC)C(=O)c1cc2cc3ccc(OC)cc3nc2o1
    101.1, 2.1, 102.9, 98.9, 7.1, 3.2, 99.0, 97.8
- Cc1sc2ncn(CC(=O)NCCCC(=O)NCc3ccc(F)cc3)c(=O)c2c1C
    80.9, -0.2, 99.8, 97.3, -0.1, 8.9, 87.5, 95.7
- COc1ccccc1-c1cnn2c(NCc3ccccc3)cc(C)nc12
    100.5, 10.7, 112.7, 109.4, 29.6, 0.1, 108.0, 105.6
- S=c1[nH]nc(-c2ccco2)n1-c1cccc2ccccc12
    109.8, -16.3, 105.5, 114.0, 5.4, -8.1, 114.2, 126.9
- CC1CCCCC1NC(=O)CCn1c(=O)sc2ccccc21 (stereo unspecified)
    90.7, 9.6, 100.6, 99.8, 6.9, 1.4, 101.7, 101.2
- CC1CCCCC1n1c(-c2cccnc2)n[nH]c1=S (stereo unspecified)
    111.3, -4.6, 99.4, 97.9, 2.0, -6.6, 91.2, 103.7
- Cc1scc(C(=O)N2CCN(S(C)(=O)=O)CC2)c1-c1ccccc1
    101.6, 1.6, 104.4, 99.9, 1.4, 7.6, 103.7, 98.3
- O=C(CC1S/C(=N/N=C/c2ccco2)NC1=O)Nc1ccccc1 (stereo unspecified)
    94.4, 0.2, 96.2, 99.0, -0.3, -1.8, 95.7, 101.5
- O=C(Nc1ccc(O)c2c(=O)cc(-c3ccccc3Cl)oc12)c1ccc(Cl)c(Cl)c1
    117.7, 1.7, 93.0, 95.5, 2.0, -5.7, 87.5, 83.2
- COc1ccc(/C=N/OCC(=O)Nc2cc(C)on2)cc1OC
    93.4, 7.0, 98.6, 100.5, -0.1, -9.7, 99.8, 97.6
- O=C1CC(/C=C/c2ccc([N+](=O)[O-])cc2)=Nc2ccccc2N1
    109.9, -14.6, 92.9, 90.5, 11.3, -11.7, 83.8, 97.0
- CCN(CC)c1ccc(NC(=O)COC(=O)/C=C/c2nc3ccccc3s2)cc1
    108.7, -4.5, 118.5, 107.0, 4.8, -1.7, 101.3, 101.6
- CCOC(=O)c1ccccc1-n1nnnc1C
    123.2, 2.8, 97.1, 96.1, 0.9, 0.1, 98.0, 109.7

High-throughput results from PubChem.
